# Bioassay records as filed in PubChem.
# G9a inh – qHTS Assay for Inhibitors of Histone Lysine Methyltransferase G9a; G9a H3K9 monomethylation, AlphaScreen, 2 h; Histone-lysine N-methyltransferase EHMT2 (Homo sapiens), Q96KQ7; Potency, µM (titrated, usually from 102 µM), without a hit: at the top dose activity, negative = inhibition, actives largely listed as inhibitors; 350,000 compounds, 8.8% hits; AID 504332, 2011; note: potency is the fitted concentration of half-maximal effect; % is set by controls: 0 for no effect and ±100 for the full control effect; nearly all actives have a fitted effect of over 75% in size
# Target sequence (Q96KQ7 913-1193 limits assumed): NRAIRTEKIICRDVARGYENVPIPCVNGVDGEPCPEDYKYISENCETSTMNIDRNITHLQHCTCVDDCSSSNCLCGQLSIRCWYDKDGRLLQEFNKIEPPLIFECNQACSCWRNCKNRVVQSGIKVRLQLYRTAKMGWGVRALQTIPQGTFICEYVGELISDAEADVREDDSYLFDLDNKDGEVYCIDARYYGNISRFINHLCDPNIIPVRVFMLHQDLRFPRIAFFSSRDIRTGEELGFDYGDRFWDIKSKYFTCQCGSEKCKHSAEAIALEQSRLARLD
#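 Quantitative HTS format: methyltransferase activity on a biotin-tagged H3K9 peptide is measured by AlphaScreen, using a rabbit anti-monomethyl-H3K9 antibody with streptavidin donor and anti-IgG acceptor beads. Final levels are 20 nM enzyme, 500 nM peptide, 20 uM SAM; 2 h RT.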
# JMJD2A Tudor – qHTS Assay for Inhibitors of JMJD2A-Tudor Domain | Lysine-specific demethylase 4A (Homo sapiens), O75164 | AlphaScreen JMJD2A-Tudor / H3K4me3 peptide binding | Potency, µM (top dose mostly 114 µM), inactives show at the highest dose activity change, negative = inhibition, usual class: inhibitors | 390,000 compounds, 4.4% hits | AID 504339, 2011; note: potency is the fitted concentration of half-maximal effect; % is set by controls: 0 for no effect and ±100 for the full control effect; nearly all actives have a fitted effect of over 50% in size
# HP1b binding inh – HTS for Inhibitors of HP1-beta Chromodomain Interactions with Methylated Histone Tails; 390,000 compounds, 0.56% hits; Potency, µM (top dose mostly 114 µM), without a hit: at the top dose activity change, negative = inhibition, hits mostly inhibitors; Chromobox protein homolog 1 (Homo sapiens), P83916; AlphaScreen HP1-beta / biotin-H3K9me3 peptide binding; note: potency is the fitted concentration of half-maximal effect; nearly all actives have a fitted effect of over 70% in size; inactives centre near 23
# Target sequence (P83916 whole entry, looked up): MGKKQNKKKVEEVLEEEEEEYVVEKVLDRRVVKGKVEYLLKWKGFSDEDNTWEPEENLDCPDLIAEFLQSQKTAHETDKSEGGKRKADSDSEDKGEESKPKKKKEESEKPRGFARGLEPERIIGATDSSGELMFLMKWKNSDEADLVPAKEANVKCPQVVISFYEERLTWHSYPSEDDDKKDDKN
#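 AlphaScreen: HP1-beta (50 nM) preformed 30 min with biotin-H3(1-18)K9me3 peptide (50 nM) in PBS pH 7.4, 0.01% Tween-20. Compound added for 30 min at RT, then streptavidin donor/nickel chelate acceptor beads (10 ug/mL) for 30 min.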
# PI4K2A inh – qHTS for small molecular inhibitors of PI4K2A. Phosphatidylinositol 4-kinase type 2-alpha (Homo sapiens), Q9BTU6. purified PI4K2A, ADP-Glo luminescence, 1 h; active compounds read low. activity change, negative = inhibition, % at 76.9 µM. 420,000 compounds, 0.13% hits; in the data active = activity change below about -50%; inconclusive = mostly about -30% to -49%;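 note: -100% = wells without enzyme as full effect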
#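 ADP-Glo luminescence measured ADP generated by PI4K2A enzyme (4 ug/mL before mixing) with 1.2 mM PI substrate (pre-mix) and 300 microM ATP (pre-mix). Tris pH7.5 buffer with MgCl2, Triton X-100; 1 h reaction at ambient temperature.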
# GLS inh – qHTS for Inhibitors of Glutaminase (GLS); Glutaminase kidney isoform, mitochondrial (Homo sapiens), O94925; GLS enzymatic activity, qHTS titration; Potency, µM (top dose mostly 45.5 µM), inactives show top-dose activity change, negative = inhibition, usual class: inhibitors; 410,000 compounds, 0.21% hits; AID 624170, 2012; note: potency is the fitted concentration of half-maximal effect; % is set by controls: 0 for no effect and ±100 for the full control effect
#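 Assay buffer: 45 mM KH2PO4 pH 8.2, 0.02% Tween-20. hKGA acts on L-glutamine (1 mM solution added); product glutamate is reported by an oxidase/peroxidase Amplex Red coupling, with fluorescence taken at baseline and 30 min.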
# Pin1 inh – qHTS Assay to Find Inhibitors of Pin1 | 390,000 compounds, 0.009% hits | Potency, µM (highest dose often 115 µM), for inactives: top-dose activity, negative = inhibition, hits mostly inhibitors | Peptidyl-prolyl cis-trans isomerase NIMA-interacting 1 (Homo sapiens), Q13526 | Pin1 FP peptide displacement, HiFluor488, 10 min; active = well fitted inhibition curve with a large enough effect in the polarisation, with a control signal flat, not every such curve was filed as active; inconclusive = small, poorly fitted or top-dose-only effect, or effect the other way, or a change in a side signal; inactive = no such curve, though single readings can be large or run the other way; the % refers to the polarisation; note: potency is the fitted concentration of half-maximal effect; % is set by controls: 0 for no effect and ±100 for the full control effect
# Target sequence (Q13526 whole entry, looked up): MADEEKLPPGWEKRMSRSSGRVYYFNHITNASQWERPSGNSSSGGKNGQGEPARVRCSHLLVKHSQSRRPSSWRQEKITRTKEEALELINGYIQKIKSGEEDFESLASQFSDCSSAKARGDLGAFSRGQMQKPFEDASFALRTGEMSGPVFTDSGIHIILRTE
# BAZ2B block – qHTS Assay for Inhibitors of BAZ2B | AlphaScreen BAZ2B-H3K14Ac peptide displacement | Potency, µM (series often up to 114 µM), without a hit: top-dose activity change, negative = inhibition, most hits filed as inhibitors | 360,000 compounds, 4.4% hits | AID 504333, 2011; note: potency is the fitted concentration of half-maximal effect; % is set by controls: 0 for no effect and ±100 for the full control effect; nearly all actives have a fitted effect of over 60% in size
#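 Protein-peptide AlphaScreen: BAZ2B 50 nM, b-H3K14Ac 50 nM, 1x PBS pH 7.4 + 0.01% Tween-20. Preincubation 30 min RT; cpd 30 min RT (top 110 uM); beads 20 min RT, light-protected.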
# Tb PGK inh – qHTS Assay to Find Inhibitors of Phosphoglycerate Kinase; Potency, µM (doses to about 57.5 µM), without a hit: at the highest dose activity change, negative = inhibition, most hits filed as inhibitors; AID 602233, 2012; 380,000 compounds, 0.043% hits; PGK/GAPDH coupled, Kinase-Glo luminescence, 60 min; note: potency is the fitted concentration of half-maximal effect; % is set by controls: 0 for no effect and ±100 for the full control effect; nearly all actives have a fitted effect of over 60% in size
#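 Luminescent ATP detection (Kinase-Glo Plus) follows a 60-minute room-temperature incubation, with wells lacking PGK as controls. Buffer: 100 mM TEA (pH 7.6), 5 mM MgCl2, 0.01% Tween-20. Coupling enzyme GAPDH (100 nM final) supplies unstable 1,3-BPG in-well.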
# Pol eta inh – qHTS for Inhibitors of Polymerase Eta; AID 588591, 2011; 390,000 compounds, 1.2% hits; recombinant Pol eta, fluorescent DNA replication assay; Potency, µM (titrated, usually from 114 µM), inactives show top-dose activity change, negative = inhibition, actives largely listed as inhibitors; note: potency is the fitted concentration of half-maximal effect; % is set by controls: 0 for no effect and ±100 for the full control effect
#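 Fluorescent replication assay: 50 nM final substrate added after a 15 min room-temperature compound preincubation with 10 nM enzyme. Signal taken at 0 min and again at 10 min.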
# * hit, by the source's call; i = inactive; ? = inconclusive; . = no result given; & = joins results of further samples; [ ] = dose if it differs, or a comment. Unless noted, calls come from the whole dose curve; as a rule, active = well fitted curve in the direction sought with a large enough effect; inconclusive = small, poorly fitted or top-dose-only effect, or another doubt; inactive = no such curve, though single readings can be large; an effect the other way counts as inactive or inconclusive. These rows are one share of the data, so the mix of outcomes need not match the whole.
SMILES,G9a inh,JMJD2A Tudor,HP1b binding inh,PI4K2A inh,GLS inh,Pin1 inh,BAZ2B block,Tb PGK inh,Pol eta inh
CC(=O)c1sc(NC(=O)C2CCN(c3ncnc4sc(C)c(C)c34)CC2)nc1-c1ccccc1,?,-29%,13%,2,-15%,7%,-3%,-9%,-10%
O=[N+]([O-])c1cccc(-c2n[nH]c(=S)n2-c2ccc(Br)cc2)c1,6.3µM*,?,-1%,-2,22%,-3%,-37%,-4%,-20%
CCC(=O)Nc1ccc(CC)cc1-c1nc2ccccc2n(CC(=O)Nc2cccc(OC)c2)c1=O,-26%[59 µM],-8%,29%,1,-30%,-4%,-2%,-10%,-2%
Cc1occc1C(=O)Nc1ccc(S(N)(=O)=O)cc1,.,22µM*,?,-4,1%,1%,-13%,-7%,-20%
S=C(Nc1ccccc1)N1CCN(c2ccccc2)CC1,.,-17%,-3%[57 µM],1,9%,5%,.,-7%,-7%
CC(CCc1ccccc1)NC(=O)c1cccc(F)c1 (stereo not drawn),4%,7%,39%[activator],0,-19%,1%,-1%[57.1 µM],-6%,-7%
CCCCN(C)Cc1c(C)[nH]c2c(ccc3ccccc32)c1=O,1%,-8%,34%,-4,8%,5%,-33%,7%,-2%
Cc1c(NC(=S)NC(=O)c2cccc(Br)c2)c(=O)n(-c2ccccc2)n1C,.,-10%,6%,-3,20%,-10%,1%,3%,-4%
COCCOC(=O)c1c(NC(=O)COC(=O)Cc2cccc(OC)c2)sc(C(N)=O)c1C,.,-15%,54%,3,1%,19%,-3%,-4%,-8%
COc1ccc(-c2ccc(CCC(=O)O)n2NC(N)=O)cc1,.,-30%,23%,6,16%,0%,?,0%,-4%
Cc1ccc(/C=C/C(=O)Nc2cc(C)on2)cc1,-15%[0.0925 µM],1%,21%,-5,-13%,-11%,6%,-11%,-15%
Cc1c(Cl)cccc1NC(=O)CSc1nc(=O)n(Cc2ccncc2)c2c1CCC2,10%[59 µM],6%,44%[activator],-4,-6%,-6%,-3%,-2%,-4%
COc1cc(CNc2ccc(N3CCOCC3)c(C(=O)O)c2)ccc1OCC(N)=O,-6%[12.7 µM],-17%,16%,-4,13%,-11%,5%,-8%,5%
COc1ccc(OC)c2[nH]c(=O)c(CCNC(=O)C3CCCCC3)cc12,12%,-18%,18%,-11,0%,-10%,7%,?,-6%
CCOc1ncccc1C(=O)Nc1cccc(S(=O)(=O)N2CCCCC2)c1,0%[12.7 µM],8%,59%[activator],-2,1%,5%,-3%,i,-7%
Cc1cc2cc(CN(Cc3ccco3)C(=O)NCc3ccccc3)c(=O)[nH]c2cc1C,50µM*,-21%,2%,-3,0%,1%,?,-5%,-3%
COc1ccc(NC(=O)c2ccc(-n3cccn3)nc2)c(OC)c1,44%[12.7 µM],4%,36%[activator],-2,-10%,-4%,0%,i,-8%
COc1ccc(-n2c(SCC(=O)Nc3nnc(C)s3)nc3c([nH]c4ccccc43)c2=O)cc1,-1%[59 µM],-2%,31%[57 µM],3,8%,-2%,-2%,5%,-2%
O=C(N/N=C/c1ccc([N+](=O)[O-])o1)c1cc2ccccc2o1,50µM*,-35%,3%[57 µM],-4,-7%,3%,-36%,-27%,?
Cc1ccc(CC(=O)OCC(=O)NC2CCCC(C)C2C)cc1C (stereo not drawn),35%[0.501 µM],-2%,53%,13,7%,3%,-3%,-6%,-3%
COc1ccc(OC)c(C(=O)COC(=O)C2CC3CCCC(C2)C3=O)c1 (stereo not drawn),-23%[59 µM],-2%,42%[activator],0,0%,3%,-21%,2%,-20%
CC(C)C[C@@H](CNCC(=O)[C@H](C)NC(=O)c1[nH]cnc1C(=O)N[C@@H](C)CN)NC(=O)c1nc[nH]c1C(=O)N[C@@H](Cc1ccccc1)C(=O)O,.,79µM*,14%,-3,0%,-5%,.,-4%,-14%
O=C(c1cccnc1)N(Cc1ccccc1)c1ccccc1,20%[59 µM],-12%,70%[activator],0,5%,2%,11%,i,-4%
COc1ccc(Cn2c(C)c(C)c(C#N)c2NC(=O)Nc2cccc(Cl)c2)cc1,-10%,-3%,51%[activator],?,-2%,?,-3%,-2%,-7%
C#CCn1c(CCNC(=O)c2ccco2)nc2ccccc21,-6%,-9%,28%,-2,-12%,6%,-1%[57.1 µM],6%,3%
COc1ccccc1C1=NOC(COc2ccc3c(C)cc(=O)oc3c2)C1 (stereo not drawn),-7%,-6%,31%,10,5%,9%,-24%,8%,-2%
O=S(=O)(c1ccc(N2CCOCC2)nc1)N(Cc1ccccn1)Cc1ccccn1,7%,-1%,12%,-16,0%,1%,-18%,8%,4%
O=C(Nc1nc(-c2ccccn2)cs1)c1ccc(Br)s1,50µM*,?,23%,5,-6%,30%[activator],35µM*,3%,-7%
Cc1cc(=O)oc2cc(OCC(=O)Nc3ccc(CN4CCOCC4)cc3)c(Cl)cc12,-6%[59 µM],-3%,12%,0,10%,-1%,-4%,-5%,-5%
CC1=C(C(=O)OCc2ccccc2)C(c2cccnc2)n2ncnc2N1 (stereo not drawn),-28%,-5%,52%[activator],-3,21%,-3%,5%,-2%,3%
Nc1nc(NCCc2ccccc2)nc(NCc2ccccc2)c1[N+](=O)[O-],44%[activator],?,?,2,-1%,1%,-7%,-7%,-13%
O=C(CSCc1ccc(F)cc1)N1CCc2c([nH]c3ccccc23)C1c1ccc(F)cc1 (stereo not drawn),-29%[59 µM],?,7%[57 µM],-6,-1%,1%,-27%,i,-20%
Cc1nccn1CC(O)COc1ccccc1 (stereo not drawn),6%[59 µM],-4%,17%,-5,11%,-13%,4%,-5%,-11%
CN1C2=C(C(=O)CC(C)(C)C2)C(c2cccs2)C2=C1CC(C)(C)CC2=O,.,-16%,20%,1,-14%,16%,.,6%,-20%
Cc1nc2ccccc2n1CC(=O)N1CC(=O)Nc2ccccc21,-15%[12.7 µM],-10%,14%,-5,5%,1%,-24%,-3%,-1%
Cc1ccc2nc(-c3ccccn3)cc(C(=O)NCCc3ccc(F)cc3)c2c1,100%[activator],?,39%,4,-13%,-8%,-17%,-12%,-1%
CCN(CC)CCCNC(=O)CCc1c(C)n(CC)c2cc(-c3ccccc3OC)nn2c1=O,6%,-3%&4%,20%&49%,1&-2,-19%&3%,-5%&1%,-14%&-13%,-8%&-2%,-5%&-21%
CC(=O)NCc1ccc(S(=O)(=O)NC(C)CCc2ccccc2)cc1 (stereo not drawn),12%,2%,12%,-4,0%,13%,0%,-8%,-16%
CCC(NC(=S)NCc1ccc(F)cc1)c1ccccc1 (stereo not drawn),68%[activator],-8%,50%[activator],1,16%,-11%,-38%,-1%,-4%
Cc1ccc(CNC(=O)c2cccn2-c2nnc(N3CCCC3)s2)cc1,2%[59 µM],-27%,-10%,-2,-6%,-15%,-3%,-6%,-15%
O=C(OCc1nnc(-c2ccc(Cl)cc2)o1)c1ccncc1,13%,?,60%[activator],1,0%,-1%,21%,i,-7%
CC1Cc2ccccc2N1S(=O)(=O)c1cccc(C(=O)OCC(=O)NC2CCS(=O)(=O)C2)c1 (stereo not drawn),-14%,-26%,7%,-3,6%,8%,-8%,-4%,-5%
COc1ccccc1-n1c(C)nc(=O)c(-c2ccccc2)c1C,-9%[12.7 µM],-16%,61%[activator],-4,-10%,-3%,3%,1%,-3%

# A draw from above in order of count of non-hydrogen atoms, rising:
SMILES,G9a inh,JMJD2A Tudor,HP1b binding inh,PI4K2A inh,GLS inh,Pin1 inh,BAZ2B block,Tb PGK inh,Pol eta inh
Cc1nccn1CC(O)COc1ccccc1 (stereo not drawn),6%[59 µM],-4%,17%,-5,11%,-13%,4%,-5%,-11%
O=C(c1cccnc1)N(Cc1ccccc1)c1ccccc1,20%[59 µM],-12%,70%[activator],0,5%,2%,11%,i,-4%
Cc1ccc(CNC(=O)c2cccn2-c2nnc(N3CCCC3)s2)cc1,2%[59 µM],-27%,-10%,-2,-6%,-15%,-3%,-6%,-15%
Cc1c(NC(=S)NC(=O)c2cccc(Br)c2)c(=O)n(-c2ccccc2)n1C,.,-10%,6%,-3,20%,-10%,1%,3%,-4%
Cc1cc(=O)oc2cc(OCC(=O)Nc3ccc(CN4CCOCC4)cc3)c(Cl)cc12,-6%[59 µM],-3%,12%,0,10%,-1%,-4%,-5%,-5%
CC(=O)c1sc(NC(=O)C2CCN(c3ncnc4sc(C)c(C)c34)CC2)nc1-c1ccccc1,?,-29%,13%,2,-15%,7%,-3%,-9%,-10%
